# HIV fusion peptide – inhibitors of HIV fusion peptide binding, primary screen, biochemical, uHTS, fluorescence dequenching (AID 1986). cell-free peptide binding, fluorescence dequenching, 30 min; higher % means a stronger effect. one-dose inhibition, % at 20 µM; IC50 in µM for titrated hits. 290,000 compounds, 0.3% hits; in the data active = inhibition mostly above about 52%, no sharp cut-off; inactive = mostly below about 76%; also: some results filed as inactive read as strong as hits
# NOD2 inhibition – NOD2 signaling inhibitors, cell-based, luminescence, uHTS, HEK293 (AID 1566); HEK293 NOD2/NF-kB luciferase reporter, luminescence; higher % means a stronger effect; inhibition, % at 4 µM; hits with a dose series show EC50 in µM; 290,000 compounds, 0.63% hits; also: many of its hits are not listed in these tables
# NOD1 inhibition – NOD1 signaling inhibitors, primary screen, cell-based, luminescence, uHTS (AID 1578) | NOD1-driven NF-kB luciferase reporter cells, luminescence; higher % means a stronger effect | inhibition, % at 4 µM, or EC50 in µM where a hit was titrated | 290,000 compounds, 1% hits; in the data active = inhibition mostly above about 36%, no sharp cut-off; inactive = mostly below about 34%;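 also: HEK-293T reporter cells stimulated with the NOD1 agonist gamma-tri-DAP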
# KOR beta-arrestin-1 – KOR antagonists, beta-arrestin recruitment, cell-based, luminescence, uHTS (AID 1778); KOR beta-arrestin recruitment, luminescence, antagonist mode; higher % means a stronger effect; 290,000 compounds, 0.091% hits; inhibition, % at 10 µM; hits with a dose series show IC50 in µM; Kappa-type opioid receptor (Homo sapiens); also: strong numbers were not always called active
# SIAH1 antagonists – Siah-1 peptide-binding antagonists, primary screen, biochemical, fluorescence polarization, rhodamine-plectin, uHTS (AID 1817) | 290,000 compounds, 0.02% hits | Siah-1 / rhodamine-plectin peptide fluorescence polarization; higher % means a stronger effect | E3 ubiquitin-protein ligase SIAH1 (Homo sapiens) | displacement, % at 20 µM, or IC50 in µM where a hit was titrated;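 active = displacement of at least 50% at 20 µM, with a fluorescence ratio check between 0.3 and a set limit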;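 also: plate controls were Siah plus tracer with DMSO for no effect and tracer alone without Siah for full effect; strong numbers were not always called active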
# KOR beta-arrestin-2 – KOR agonists, beta-arrestin recruitment, primary screen, cell-based, luminescence, uHTS (AID 1777); Kappa-type opioid receptor (Homo sapiens); KOR beta-arrestin recruitment, luminescence; higher % means a stronger effect; activation, % at 10 µM, or EC50 in µM where a hit was titrated; 280,000 compounds, 0.02% hits; in the data active = activation above about 50%, passing the limit was not always enough; also: a part of the inactive calls stands beside numbers as strong as those of hits
# Myeloid diff 2 – induction of myeloid progenitor differentiation, primary screen, cell-based, flow cytometry, MLPCN library; ER-HoxA9 myeloid progenitors, lysozyme-GFP differentiation; calls only at 10 µM; 360,000 compounds, 1% hits; AID 624256, 2012;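 active = normalized GFP-positive differentiation at or above the plate's own cutoff, the solvent-only control mean plus 3 SD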;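 also: cells exposed to compound for four days before flow analysis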
# LYP inhibition – inhibitors of LYP phosphatase, biochemical, fluorescence intensity, uHTS (AID 1779) | Tyrosine-protein phosphatase non-receptor type 22 (Homo sapiens) | recombinant LYP phosphatase, fluorescence intensity; higher % means a stronger effect | inhibition, % at 11.5 µM, or IC50 in µM where a hit was titrated | 290,000 compounds, 0.054% hits;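 also: plate controls were vehicle with enzyme for no effect and no enzyme for full effect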
# Salmonella PhoP GFP – inhibitors of PhoP regulon expression, primary screen, Salmonella Typhimurium, GFP reporter (AID 1863) | S. Typhimurium PhoP-regulated promoter GFP reporter, 4 h; higher % means a stronger effect | one-dose inhibition, % at 50 µM; IC50 in µM for titrated hits | 300,000 compounds, 0.16% hits;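 active = inhibition over 29.93%, a cutoff 3 SD above the screen mean, later confirmed by dose response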;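 also: 0% = low Mg2+ inducing control and 100% = high Mg2+ repressing control; strong numbers were not always called active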
# Myeloid diff 2 GFP+ MAC1+ % – recorded beside Myeloid diff 2, whose call it bears; GFP+ MAC1+ double positive, %; measured here: differentiation confirmed by MAC1 staining
# The depositor's hits bear a star; i = inactive; . = not tested or not shown; + = active, no number; & = joins results of further samples; [ ] = remark or other dose. Rule as the data show it, unless noted: active = inhibition above about 50%; inactive = the rest.
# The first 3 compounds, ahead of the listing:
no.	SMILES	KOR beta-arrestin-1	Myeloid diff 2	NOD2 inhibition	Salmonella PhoP GFP	HIV fusion peptide	SIAH1 antagonists	NOD1 inhibition	KOR beta-arrestin-2	LYP inhibition	Myeloid diff 2 GFP+ MAC1+ %
1	COc1cc(C(=O)Nc2nc(-c3ccc(F)cc3)cs2)ccc1OCC(=O)N1CCOCC1	-14%	i	1%	-11%	-1.9%	1%	-11%	-2.1%	-8%	0.8
2	COc1ccc(N2CCN(CC(O)COC(c3ccccc3)c3ccccc3)CC2)cc1 (stereo not given)	8%	i	10%	1%	0.4%	2%	-1%	-1.1%	-6%	0.4
3	CCC(C)c1ccccc1N1CC(C(=O)Nc2ccccc2N2CCCC2)CC1=O (stereo not given)	13%	i	-12%	5%	-1.3%	0%	-20%	-4.0%	-4%	0.4

# The list itself, from the start:
no.	SMILES	KOR beta-arrestin-1	Myeloid diff 2	NOD2 inhibition	Salmonella PhoP GFP	HIV fusion peptide	SIAH1 antagonists	NOD1 inhibition	KOR beta-arrestin-2	LYP inhibition	Myeloid diff 2 GFP+ MAC1+ %
1	COc1cc(C(=O)Nc2nc(-c3ccc(F)cc3)cs2)ccc1OCC(=O)N1CCOCC1	-14%	i	1%	-11%	-1.9%	1%	-11%	-2.1%	-8%	0.8
2	COc1ccc(N2CCN(CC(O)COC(c3ccccc3)c3ccccc3)CC2)cc1 (stereo not given)	8%	i	10%	1%	0.4%	2%	-1%	-1.1%	-6%	0.4
3	CCC(C)c1ccccc1N1CC(C(=O)Nc2ccccc2N2CCCC2)CC1=O (stereo not given)	13%	i	-12%	5%	-1.3%	0%	-20%	-4.0%	-4%	0.4
4	COc1nc(N)nc(N)c1NS(=O)(=O)c1ccc(C)cc1	9%	i	-7%	9%	-0.7%	3%	-28%	2.7%	-12%	0.7
5	COc1ccc(NC(C)=O)cc1NC(=O)CSc1nnc(-c2ccc(F)cc2)n1N	19%	i	-3%	0%	-2.4%	4%	-13%	-7.4%	-6%	0.6
6	CCOC(=O)C1=C(c2ccccc2)N=c2s/c(=C\c3cc(OC)c(OC)c(OC)c3)c(=O)n2C1c1cccs1 (stereo not given)	15%	i	-3%	2%	-4.5%	-6%	.	-2.8%	3%	0.9
7	NS(=O)(=O)c1ccc(NC(=O)CSc2nc(Nc3ccccc3)nc(N3CCOCC3)n2)cc1	-1%	i	-1%	0%	1.2%	-2%	-29%	-0.8%	3%	0.5
8	O=C(CSCc1ccccc1)Nc1cccc(F)c1	10%	i	-46%	11%	1.0%	4%	-40%	-3.7%	-6%	0.5
9	COc1ccc(C)cc1-n1nnnc1SCC(=O)Nc1cccnc1Cl	-16%	i	20%	21%	1.7%	-1%	2%	7.9%	-3%	0.2
10	Nc1ccc(-c2nnn(CC(=O)N3CCCCC3)n2)cc1	5%[20 µM]	i	-1%	-3%	0.3%	-2%	-19%	-3.7%	-13%	0.7
11	O=C(NCCc1ccccc1)C(=O)NCC1CCCO1 (stereo not given)	3%	i	-7%	6%	0.1%	0%	20%	4.5%	-5%	1.6
12	COc1ccc(NC(=O)Cn2nc(C(F)(F)F)c3c2CCCC3)cc1OC	17%	i	17%	-1%	0.2%	12%	-18%	-4.1%	1%	0.8
13	Cc1nc2c(c(C)nn2-c2ccccc2)c(C)c1CCC(=O)NCCCOC(C)C	-12%	i	23%	6%	-1.0%	-5%	-1%	1.4%	-7%	0.6
14	Cc1ccc(N2C(=O)C3C4C=CC(CC4)C3C2=O)c([N+](=O)[O-])c1 (stereo not given)	6%	i	-5%	-7%	0.4%	-3%	-6%	-0.7%	-9%	0.6
15	CCOCCCn1c(SCC(=O)NCc2ccco2)nc2c(sc3ccccc32)c1=O	-28%	i	13%	-7%	0.0%	3%	-8%	0.2%	-5%	0.6
16	COc1cccc(N(CC(=O)NCc2cccnc2)S(C)(=O)=O)c1	-4%	i	11%	4%	6.2%	5%	18%	2.4%	2%	0.6
17	COc1cccc(-c2ccc(NC(=O)C3CCCN(Cc4cc(C)[nH]n4)C3)cc2)c1 (stereo not given)	-3%	i	-12%	-6%	0.7%	5%	-58%	-2.3%	1%	0.8
18	COc1cc(NC(=O)NS(=O)(=O)c2ccc(C)cc2)cc(OC)c1	-86%	i	-2%	0%	-1.4%	-6%	-19%	-5.8%	-14%	2.0
19	Cn1c(CNC(=O)c2ccccc2F)nnc1SCC(=O)N1CCN(c2ccccc2)CC1	13%	i	-17%	0%	0.0%	3%	-31%	-3.3%	-3%	0.1
20	COc1ccc(N2CCCC2)c(NC(=O)COc2ccccc2Cl)c1	-20%	i	4%	3%	-0.4%	10%	-21%	-3.9%	-5%	1.8
21	CC(Sc1n[nH]c(N)n1)C(=O)Nc1ccc(Cl)cn1 (stereo not given)	-41%	i	-2%	3%	-1.0%	-4%	-20%	3.4%	-5%	0.2
22	COc1ccc(NC(=O)C(=O)N2N=C3CCCCC3C2(O)C(F)(F)F)cc1 (stereo not given)	2%[20 µM]	i	1%	.	-1.6%	-1%	-7%	1.3%	-8%	0.3
23	CCCCC(=O)Nc1nnc(SCC(=O)NC2CC2)s1	-16%	i	14%	-5%	0.6%	-1%	-15%	-2.4%	-11%	2.3
24	Cc1c(-c2nc(N)nc(Nc3ccccc3F)n2)oc2ccccc12	-155%	i	-138%	-4%	-0.3%	-7%	-31%	13%	5%	0.8
25	COc1ccc(N2CCN(C(=O)c3ccc(SC)cc3OC)CC2)cc1	-22%[20 µM]	i	17%	-4%	-0.2%	1%	-6%	-3.7%	-9%	0.3

# Only KOR beta-arrestin-1 and HIV fusion peptide, for 4 of the compounds above:
No.	SMILES	KOR beta-arrestin-1	HIV fusion peptide
1	COc1cc(C(=O)Nc2nc(-c3ccc(F)cc3)cs2)ccc1OCC(=O)N1CCOCC1	-14%	-1.9%
2	COc1ccc(N2CCN(CC(O)COC(c3ccccc3)c3ccccc3)CC2)cc1 (stereo not given)	8%	0.4%
3	CCC(C)c1ccccc1N1CC(C(=O)Nc2ccccc2N2CCCC2)CC1=O (stereo not given)	13%	-1.3%
4	COc1nc(N)nc(N)c1NS(=O)(=O)c1ccc(C)cc1	9%	-0.7%

# Later entries.
no.	SMILES	KOR beta-arrestin-1	Myeloid diff 2	NOD2 inhibition	Salmonella PhoP GFP	HIV fusion peptide	SIAH1 antagonists	NOD1 inhibition	KOR beta-arrestin-2	LYP inhibition	Myeloid diff 2 GFP+ MAC1+ %
26	Cc1cc(/C=C(\C#N)C(=O)NC2CC2)c(C)[nH]1	-14%	i	-33%	8%	8.7%	-2%	-35%	1.7%	-2%	0.7
27	CCOC(=O)N1CCN(C(=O)c2ccc3nc(N4CCCCC4)sc3c2)CC1	5%	i	16%	-3%	2.4%	4%	-10%	9.7%	-8%	0.7
28	O=C(NC1CCCCCCC1)C1CCC(CNc2c(N3CCCC3)c(=O)c2=O)CC1 (stereo not given)	-36%	i	11%	2%	-2.9%	5%	14%	-2.5%	-8%	2.2
29	O=[N+]([O-])c1ccc(O)c(/C=N/n2cnc3ccccc32)c1	3%	i	20%	-9%	16%	0%	64%	0.6%	-2%	0.2
30	COc1ccc(OCCNC(=O)c2cccc(Oc3ccc(C(F)(F)F)cc3[N+](=O)[O-])c2)cc1	-38%	i	26%	-11%	0.7%	8%	48%	3.1%	-5%	1.2
31	CCCCOP(=O)(OCCCC)C(Nc1ccc(C(=O)OCC)cc1)c1ccncc1 (stereo not given)	-2%	i	9%	2%	-1.1%	-3%	6%	-0.6%	-4%	0.5
32	Cc1cccc(N2CCN(C(=O)C(C)C)CC2)c1C	12%	i	-8%	4%	2.4%	3%	-17%	-1.3%	-9%	0.6
33	O=C(COc1ccc(Br)cc1)N/N=C1\SCC(=O)N1c1ccc(F)cc1	38%	i	8%	-4%	-1.4%	7%	-24%	-3.4%	-4%	0.8
34	Nc1nnc(-c2cccnc2)s1	28%&-14%	i	8%&-6%	20%&-8%	0.7%&0.9%	3%&18%	-17%&-12%	-0.2%&-0.8%	-2%&-3%	1.3
35	Cc1ccc(N2CCN(S(=O)(=O)c3ccc4c(c3)oc(=O)n4C)CC2C)cc1 (stereo not given)	-6%	i	22%	8%	-1.2%	-7%	-18%	-5.9%	-9%	0.0
36	Cc1cc(C)cc(N(C(=O)CCC(=O)Nc2ccccn2)C(C(=O)NC(C)C)c2ccc(O)cc2)c1 (stereo not given)	27%	.	12%	9%	0.0%	-9%	-26%	-4.9%	-5%	.
37	NC(N)=N/N=C/c1ccc(Cl)c(Cl)c1	27%	i	0%	1%	-1.3%	4%	-2%	-4.2%	-4%	0.3
38	Cc1cc(=O)oc2cc(OCC3CC(c4ccc(N(C)C)cc4)=NO3)ccc12 (stereo not given)	5%	i	-15%	26%	-0.8%	-1%	-25%	7.0%	-4%	1.1
39	COc1ccc(-c2csc(N3CCC(c4ccccc4)CC3)n2)cc1	13%	i	14%	-1%	-0.9%	7%	-26%	-4.3%	0%	0.1
40	CC(C)OC(=O)C(C#N)c1nc2ccccc2nc1N1CCN(Cc2ccccc2)CC1 (stereo not given)	-6%	+	-3%	1%	3.4%	-4%	18%	-2.7%	-6%	0.7*
41	CCOC(=O)CSc1nc(=O)n2cc(C)ccc2n1	-3%	i	4%	-8%	0.6%	19%	-24%	-1.6%	-3%	0.3
42	C/C(=C\C(=O)c1c(O)cc(C)oc1=O)N(C)C	-21%	i	-19%	2%	8.4%	-4%	-38%	0.6%	1%	0.0
43	Cc1cccc(C)c1CC(=O)N1CCOCC1	3%	i	-6%	0%	0.6%	4%	11%	-2.2%	-8%	0.8
44	COC(=O)CCCC1=CC2=CC(=O)C(C)(OC(=O)c3cccs3)C(=O)C2=CN1Cc1ccccc1 (stereo not given)	.	i	8%	0%	4.1%	-4%	4%	.	-7%	0.7
45	COc1ccc(N2C(=O)/C(=C\c3ccco3)N=C2SCC(=O)NC(C)C)cc1Cl	18%	i	2%	9%	23%	-4%	-8%	4.1%	4%	0.7
46	O=c1[nH]cnc(O)c1C(c1ccc(F)cc1)c1c(O)nc[nH]c1=O	-6%	i	10%	4%	2.1%	2%	-24%	1.6%	-7%	0.2

# These rows are one share of the data; count on the stated rates, not on these rows.
